# Assay outcomes deposited in PubChem by National Center for Advancing Translational Sciences (NCATS).
# PKM2 activator: activators of human pyruvate kinase M2; hit rate 0.34% among 260,000; AID 1631; Potency, µM (highest dose often 57.5 µM), without a hit: at the top dose activation, most hits filed as activators; purified PKM2, Kinase-Glo ATP luminescence, activation; response scale: 0% is enzyme alone, no compound; further: potency means the concentration at half of the fitted maximal effect; on the % scale 0 is the no-effect control and ±100 the full control effect; nearly all actives have a fitted effect of over 55% in size
#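 hPK-M2, >95% pure; 0.1 mM ADP / 0.5 mM PEP final; imidazole pH7.2 buffer w/ 7 mM MgCl2, 50 mM KCl; 1 h RT; Kinase-Glo lum. Intermediate enzyme activity for dual inhibitor/activator qHTS.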
# a7 integrin act: activators of alpha7 integrin expression for muscular dystrophy; alpha7betagal myoblasts, beta-gal FDG fluorescence, 48 h; Potency, µM (titrated, usually from 38.3 µM), for the others: top-dose activation, most hits filed as activators; hit rate 0.064% among 350,000;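 further: potency means the concentration at half of the fitted maximal effect; 100% = response of the positive control SU9516; nearly all actives have a fitted effect of over 60% in size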
#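 alpha7betagal+/- myoblasts (passage 13, 250/well) treated 48 h at 37C with compounds at 1:260 dilution of DMSO stock. Lysed, then beta-galactosidase activity read as FDG fluorescence (ex 480/em 540) after 30 min, with pre-read for autofluorescence.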
# GALK inh: blocks human galactokinase activity | P51570 | Purified GALK, Kinase-Glo residual ATP luminescence | Potency, µM (doses to about 57.5 µM), for the others: at the top dose activity change, negative = inhibition, most hits filed as inhibitors | hit rate 0.007% among 270,000 | AID 1868; further: potency means the concentration at half of the fitted maximal effect; on the % scale 0 is the no-effect control and ±100 the full control effect
# Target sequence (P51570 whole entry, looked up): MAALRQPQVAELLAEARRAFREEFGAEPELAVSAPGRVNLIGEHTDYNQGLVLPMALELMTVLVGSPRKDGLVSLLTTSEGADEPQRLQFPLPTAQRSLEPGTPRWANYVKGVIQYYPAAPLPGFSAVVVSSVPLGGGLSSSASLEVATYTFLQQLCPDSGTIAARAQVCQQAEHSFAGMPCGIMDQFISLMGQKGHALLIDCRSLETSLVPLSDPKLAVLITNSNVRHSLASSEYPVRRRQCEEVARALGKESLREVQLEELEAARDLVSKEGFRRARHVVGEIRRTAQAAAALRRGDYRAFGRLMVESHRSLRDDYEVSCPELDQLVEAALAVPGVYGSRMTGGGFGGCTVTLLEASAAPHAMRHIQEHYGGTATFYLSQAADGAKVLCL
#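 ATP-depletion format; final 35 uM ATP, 100 uM D-galactose, 5 nM enzyme; pH 8.0 HEPES/Mg2+ buffer; 60 min RT; luminescence read 10 min after detection reagent.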
# BCR signal inh: chronic active BCR signaling inhibition; ABC-DLBCL IkBa-CBG/CBR reporter, luminescence ratio, 4 h; Potency, µM (highest dose often 46.1 µM), for the others: at the highest dose ratio change, negative = lower green/red ratio, actives largely listed as inhibitors; hit rate 0.05% among 340,000; AID 493014; active means well fitted inhibition curve with a large enough effect in the signal ratio, with a control signal flat, not every such curve was filed as active; inconclusive means small, poorly fitted or top-dose-only effect, or effect the other way, or a change in a side signal; the % refers to the signal ratio;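 further: potency means the concentration at half of the fitted maximal effect; plate controls were basal doxycycline-induced cells for no effect and cells given 10 µM MG132 for full effect; MG132 reads +100%, hits lower the ratio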
#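 Concentration-response series (up to 46 uM) were applied to TMD8 dual-reporter cells for 4 h at 37C with doxycycline. Green/red ratio, after filter-overlap correction, defined %Activity; red signal alone was normalised to basal cells and zero luminescence.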
# ASM inhibitor: human S-ASM enzyme inhibition; P17405; placental ASM, HMU-PC fluorogenic substrate, 60 min; Potency, µM (highest dose often 57.5 µM), for inactives: at the top dose activity change, negative = inhibition, hits mostly inhibitors; hit rate 0.006% among 340,000; further: potency means the concentration at half of the fitted maximal effect
#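 Fluorescence read-out (Ex 386 nm, Em 447 nm) after stopping the reaction at pH 10. Enzyme: ASM from human placenta; substrate HMU-PC0, 9 uM final; 60 min, 37 °C. Compound preincubation 10 min, ambient temperature.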
# Tb PFK block: blocks T. brucei phosphofructokinase; T. brucei PFK, ADP-Glo luminescence; hit rate 0.17% among 330,000; Potency, µM (highest dose often 57.5 µM), without a hit: top-dose activity, negative = inhibition, hits mostly inhibitors; O15648;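 further: potency means the concentration at half of the fitted maximal effect; 0% = uninhibited 1x PFK enzyme wells and -100% = no-enzyme wells; nearly all actives have a fitted effect of over 60% in size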
# Target sequence (O15648 whole entry, looked up): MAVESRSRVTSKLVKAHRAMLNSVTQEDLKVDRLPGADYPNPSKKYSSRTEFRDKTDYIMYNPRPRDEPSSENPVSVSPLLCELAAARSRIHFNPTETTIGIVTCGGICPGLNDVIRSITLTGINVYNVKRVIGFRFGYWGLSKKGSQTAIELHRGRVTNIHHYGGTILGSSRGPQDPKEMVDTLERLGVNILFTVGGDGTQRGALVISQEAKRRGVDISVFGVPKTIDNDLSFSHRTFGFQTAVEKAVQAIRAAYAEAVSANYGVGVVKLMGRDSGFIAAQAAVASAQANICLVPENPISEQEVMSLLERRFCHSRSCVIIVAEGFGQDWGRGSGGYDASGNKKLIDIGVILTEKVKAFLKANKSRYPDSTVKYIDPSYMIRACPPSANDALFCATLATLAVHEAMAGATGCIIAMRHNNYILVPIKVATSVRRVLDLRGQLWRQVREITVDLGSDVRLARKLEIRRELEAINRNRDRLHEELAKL
#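 Compounds were pin-transferred as a titration series up to 57 uM into substrate buffer (0.5 mM F6P, 0.1 mM ATP, pH 8.0), then 1.25 nM PFK was added and reactions ran 45 min before ADP-Glo detection.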
# Menin MLL FP TR: menin-MLL binding inhibition, Texas Red mutant peptide | O00255 | Menin + Texas Red MLL mutant peptide, fluorescence polarization | Potency, µM (doses to about 61.6 µM), inactives show at the top dose FP activity change, negative = inhibition, hits mostly inhibitors | hit rate 0.23% among 270,000 | AID 1768; active means well fitted inhibition curve with a large enough effect in the polarisation, with a control signal flat, not every such curve was filed as active; inconclusive means small, poorly fitted or top-dose-only effect, or effect the other way, or a change in a side signal; inactive means no such curve, though single readings can be large or run the other way; the % refers to the polarisation; further: potency means the concentration at half of the fitted maximal effect; % of control where 0% means no effect; many of its hits are not listed in these tables
# B2AR arrestin: agonists driving beta-arrestin recruitment to human beta2-adrenergic receptor. beta-arrestin recruitment to beta2AR, cell-based reporter. hit rate 0.02% among 330,000. P07550. Potency, µM (top dose mostly 46.1 µM), for the others: at the top dose activation, actives largely listed as activators;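 further: potency means the concentration at half of the fitted maximal effect; 0% = DMSO controls and full agonism = EC100 isoproterenol or metaproterenol; nearly all actives have a fitted effect of over 65% in size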
# PTAP TSG101 blk: blocks PTAP/TSG101 interaction to inhibit HIV-1 budding | Q99816 | Potency, µM (titrated, usually from 115 µM), for inactives: at the top dose activity change, negative = inhibition, hits mostly inhibitors | AID 493005 | Fluorescence polarization, FITC-PTAP peptide / Tsg101 binding | 340,000 tested, under 10 active; active means well fitted inhibition curve with a large enough effect in the main read-out, with a control signal flat, not every such curve was filed as active; inconclusive means small, poorly fitted or top-dose-only effect, or effect the other way, or a change in a side signal; inactive means no such curve, though single readings can be large or run the other way; further: potency means the concentration at half of the fitted maximal effect; % of control where 0% means no effect
#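 Tsg101 binding domain (10 uM final) was mixed with compound and a FITC-labeled PTAP peptide (50 nM final) in HEPES pH 7.5 buffer with NaCl, Tween 20, EDTA and TCEP; fluorescence polarization was read after 20 min at r.t.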
# FBPA coupling cs: counter-screen for Giardia aldolase inhibitors: coupling enzyme system | coupling enzyme system counterscreen, AmpLite Red fluorescence | activity change, negative = inhibition, % at 58.2 µM, hits read low | AID 2472 | hit rate 0.67% among 290,000; in the data active means activity change below about -30%; further: on the % scale 0 is the no-effect control and ±100 the full control effect
#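 Compounds tested against the coupling enzymes alone at 57.5 uM final; readout was AmpLite Red fluorescence (525/598 nm) after 20 min at RT.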
# Giardia killer: kills Giardia lamblia; Giardia lamblia trophozoite viability; activity change, % at 7.66 µM, hits read low; hit rate 0.15% among 340,000; in the data active means activity change below about -80%; inconclusive means between about -30% and that limit;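 further: parasites exposed to compound for two days anaerobically before the ATP read; on the % scale 0 is the no-effect control and ±100 the full control effect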
#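 Viability, read as ATP luminescence: trophozoites at 100 cells/well, compound added, 48 hrs anaerobic at 37 deg C, then 15-30 min room-temperature development before reading.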
# * hit, by the source's call; u = inconclusive; x = not tested or not shown; & = joins results of further samples; [ ] = another dose, or the depositor's remark. Unless noted, the call rests on the fitted dose curve; in most records, active means well fitted curve in the direction sought with a large enough effect; inconclusive means small, poorly fitted or top-dose-only effect, or another doubt; inactive means no such curve, though single readings can be large; an effect the other way counts as inactive or inconclusive. The list is partial (hit frequency here may not be typical).
SMILES,PKM2 activator,a7 integrin act,GALK inh,BCR signal inh,ASM inhibitor,Tb PFK block,Menin MLL FP TR,B2AR arrestin,PTAP TSG101 blk,FBPA coupling cs,Giardia killer
CN(C)S(=O)(=O)c1cccc(-c2nnc(SCc3ccc4c(c3)OCCO4)o2)c1,-6%,1%,3%,-17%,-9%,1%,1%,0.3%,-3%,0,-18
CCCCn1nnnc1SCC(=O)c1ccccc1F,-3%,3%,-1%,10%,1%,-3%,u,0.1%,-5%,1,-1
CCN(CCO)C1CC(=O)N(c2ccccc2C)C1=O (stereo not drawn),u,-27%,0%,-19%,1%,11%,18%,-0.1%,-7%,3,-4
CSc1nc2ccccc2n1C(=O)NC1CCCCC1,-4%,11%,-1%,11%,4%,2%,u,-0.3%,-1%,2,4
Cc1ccccc1NC(=O)CCN1CCN(C/C=C/c2ccccc2)CC1,4%,0%,4%,1%,0%,-3%,-8%,0.0%,0%,1,-5
COc1cccc(-n2nnc3c(=O)n(CC(=O)NC4CCCC4)cnc32)c1,-6%,-4%,2%,-7%,1%,14%,u,-0.4%,-1%,3,11
CCOC(=O)C1CCN(CC(=O)c2c(C)n(C)c3ccc(OC)cc23)CC1,x,0%,-3%,-10%,-1%,2%,-13%,-1.2%,-6%,1,0
CCOc1ccc(OCCNC(=O)c2oc3ccccc3c2COC)cc1,x,22%,x,0%,-5%,1%,x,0.0%,-12%,x,-9
Cc1noc(C(=O)Nc2ccc(F)cc2F)c1Cl,x,16%,x,u,1%,0%,-10%,0.3%,-1%,3,10
O=C(c1ccccn1)N1CCN(c2ccc(C(F)(F)F)cn2)CC1,-3%,23%,-1%,7%,-7%,0%,2%,-0.4%,-6%,5,-11
Cc1nc2scc(C)n2c(=O)c1S(=O)(=O)N1CCN(c2ccc(F)cc2)CC1,x,-28%,-3%,-1%,-2%,1%,x,-0.2%,-5%,x,26
O=C1CSC(c2ccccn2)N1c1cccc(Cl)c1 (stereo not drawn),-5%,25%,0%,4%,3%,0%,15%,-0.2%,-5%,-1,22
O=C(NCc1ccccn1)c1ccc2c(=O)n(CCc3ccccc3)c(=O)[nH]c2c1,7%,-37%,1%,5%,178%[activator],-3%,-11%,-0.1%,18%,3,-15
O=C(/C=C/c1ccco1)NC(=S)NNC(=O)c1ccco1,-16%,-36%,0%,u,-2%,3%,-12%,1.9%,0%,-2,7
CCOC(=O)c1c(NC(=O)COc2ncnc3ccccc23)sc(C)c1C,-4%,-6%,1%,0%,-13%,-6%,1%,0.1%,-11%,2,23
COc1ccc(-n2c(=S)[nH]c3cc(C(=O)Nc4cc(C(N)=O)ccc4OC)ccc3c2=O)c(OC)c1,1%,0%,17%,-8%,-4%,-3%,2%,-0.3%,1%,0,-5
COc1ccc(-c2noc(CCCCC(=O)N3CCN(c4cc(C)ccc4C)CC3)n2)cc1,x,-8%,x,u,-17%,0%,x,-0.5%,-3%,x,-8
COC(=O)c1ccccc1NC(=O)N1CCN(C(=O)c2ccco2)CC1,7%,-6%,1%,9%,3%,-2%,6%,-0.4%,-3%,3,4
c1ccc(C2Oc3ccccc3C3CC(c4cccs4)=NN32)cc1 (stereo not drawn),4%,-14%,x,u,2%,-3%,-8%,-0.1%,0%,2,-12
N#C/C(=C\c1ccco1)Sc1nc2ccccc2s1,26%,-49%[inhibitor],0%,-19%,-6%,u,u,-0.4%,-7%,-24,7
O=C(C1CCCN(S(=O)(=O)c2ccccc2)C1)N1CCN(c2ncccn2)CC1 (stereo not drawn),14%,19%,-3%,-4%,0%,-1%,-7%,-1.5%,-1%,-9,12
COc1cc2c(cc1OC)-c1cc(Nc3ccc(N(C)C)cc3)nc(=O)n1CC2,17%,7%,7%,u,55%[activator],1%,x,-0.3%,-3%,6,27
O=C(CNC(=O)/C(=C\c1ccc(Br)cc1)NC(=O)c1ccccc1)OCc1ccccc1,-5%,-9%,0%,u,5%,-7%,2%,-0.7%,-1%,4,-2
c1ccn2c(Cc3nnc4ccccn34)nnc2c1,-4%,5%,-1%,2%,6%,3%,16%,-0.6%,-10%,5,17
Cc1sc2ncn(CC(=O)N3CCN(c4ccccn4)CC3)c(=O)c2c1S(=O)(=O)N1CCC(C)CC1,1%,-14%,8%,0%,4%,-4%,-14%,-0.7%,-3%,3,-14
Cc1cc(SCC(=O)c2ccccc2)n2ncc(-c3ccccc3)c2n1,6%,16%,0%,23%,-8%,0%,x,-0.1%,-5%,-4,-10
CS(=O)(=O)c1ccc(Cl)c(NC(=O)CSc2nc3ccccc3c(=O)n2CCCN2CCOCC2)c1,-3%,-25%,0%,-2%,5%,2%,3%,-0.5%,0%,6,-5
Cc1ccc(N2CC(C(=O)N3CCc4ccccc43)CC2=O)cc1 (stereo not drawn),2%,-12%,-3%,-6%,0%,9%,12%,-1.4%,-2%,1,9
O=C(Oc1cccc2ccccc12)c1ccco1,-4%,21%,0%,-4%,-15%,2%,-17%,-0.2%,-7%,0,-8
CCCn1c(N2CCN(Cc3ccc(Cl)cc3)CC2)nc2ccccc21,1%,-18%,-1%,2%,0%,1%,u,0.4%,-11%,-2,-9
O=c1oc2ccccc2nc1/C=C(O)/C=C/c1ccc(F)cc1,0%,-33%[inhibitor],0%,u,-1%,0%,-7%,-0.7%,6%,1,-2
CCn1c(SCc2nc3ccccc3s2)nnc1-c1ccccc1,-13%,3%,1%,u,2%,0%,-2%,1.3%,3%,-2,3
O=c1c2ccccc2oc2ccc(NCCCN3CCOCC3)cc12,3%,-11%,x,u,-5%,-5%,6%,-0.5%,1%,0,6
Cc1cc(-c2nn(-c3ccccc3F)cc2CN2CCC(O)CC2)c(C)s1,16%,1%,2%,u,-2%,2%,u,-0.8%,-1%,2,-14
CCOc1ccc(N(CC(=O)NCC2CCCO2)S(=O)(=O)c2ccc(SC)cc2)cc1 (stereo not drawn),-7%,4%,-3%,13%,2%,0%,x,-0.2%,-1%,0,-19
COc1ccc(C(=O)N2CCN(C(C)=O)CC2)cc1S(=O)(=O)N1CCOCC1,-15%,1%,0%,0%,-4%,1%,-3%,0.5%,-3%,-2,-9
COc1cc(/C=C(/NC(=O)c2ccccc2)C(=O)Nc2ccccc2)c([N+](=O)[O-])cc1OC,5%,-8%,x,0%,-2%,-3%,11%,-0.9%,-1%,7,6
CC(=O)N=c1cccc(NC(C)=O)n1O,-19%,40%,-1%,u,-1%,3%,6%,-0.1%,-1%,5,8
CC(=O)c1ccc(NC(=O)C2CCCNC2=O)cc1 (stereo not drawn),-4%,u,9%,2%,6%,4%,8%,-0.3%,-7%,2,-6
Nc1ccc(N=Nc2ccc(N)cc2)cc1,x,0%,11%,-11%,-25%,-1%,-9%,0.0%,7%,-1,u
NC(=O)C1CCN(c2nc(-c3ccccc3F)cs2)CC1,x,x,x,u,-10%,-2%&5%,x,-0.1%&-0.3%,3%,x,-1
CC1CN(CCCCOc2ccc(F)cc2)CC(C)O1 (stereo not drawn),3%,-11%,-1%,-9%,5%,-2%,-11%,-0.4%,2%,-2,-2
Cc1cc(NC(=O)COC(=O)c2cc(S(=O)(=O)N(C)c3ccccc3)ccc2Cl)no1,3%,u,6%,1%,-2%,3%,x,-0.3%,-7%,-1,31[activator]
Clc1ccccc1SCc1nc2ccccc2[nH]1,-4%,-9%,-2%,2%,-1%,-15%,-3%,0.2%,-2%,0,-22
O=C(COC(=O)c1ccc(O)cc1O)NNC(=O)c1cccs1,x,-3%,x,2%,0%,2%,x,-4.0%,-4%,x,-14
O=C(COC(=O)C12CC3CC(CC(Br)(C3)C1)C2)Nc1ccc2[nH]c(=O)[nH]c2c1,x,26%,x,u,5%,u,x,0.0%,0%,x,11
O=C(c1ccc(COc2ccccc2Cl)o1)N1N=C(C(F)F)CC1(O)C(F)F (stereo not drawn),5%,27%,1%,-9%,-16%,-1%,u,-0.8%,-5%,0,12
COc1ccc(NC(=S)N2CCC(C(=O)c3ccc(F)cc3)CC2)c(OC)c1,2%,u,-2%,0%,-7%,0%,14%,-0.8%,0%,0,-26
COC(=O)c1ccc(NS(=O)(=O)c2ccc(OC)cc2)cc1,17%,0%,0%,1%,-3%,2%,2%,0.4%,0%,4,6
CCC(=O)NNC(=O)CCC(=O)Nc1ccc(C)cc1C,-2%,-26%,3%,5%,-1%,0%,0%,0.2%,-3%,3,-3
Cc1c(Cl)cccc1NC(=O)CSc1ncnc2c1cnn2CCc1ccccc1,0%,21%,4%,15%,-5%,-1%,2%,0.7%,0%,4,-11
COc1ccc(NC(=O)/C(=C/c2ccc3c(c2)OCO3)NC(C)=O)cc1,6%,15%,2%,-6%,6%,0%,1%,-0.1%,-8%,5,-7
